ELG1 genotox: qHTS screen for small molecules that induce genotoxicity in human embryonic kidney (HEK293T) cells expressing luciferase-tagged ELG1; Potency, µM (highest dose often 46 µM), inactives show top-dose activity change, positive = activation, hits mostly activators; 330,000 tested, 1.3% active; HEK293T ELG1-luciferase reporter, luminescence, 16 h; also: % of control where 0% means no effect; nearly all actives have a fitted effect of over 60% in size
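16 hr compound incubation (37 °C, 5% CO2) of HEK293T cells carrying luciferase-tagged ELG1; luciferase then measured by ONE-Glo luminescence after 30 min at RT.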
FLuc counter: qHTS profiling assay for firefly luciferase inhibitor/activator using purifed enzyme and Km concentrations of substrates (counterscreen for miR-21 project). AID 588342, 2011. 360,000 tested, 6.9% active. Luciferin 4-monooxygenase (Photinus pyralis), P08659. Potency, µM (top dose mostly 57.5 µM), for the others: top-dose activity change, negative = inhibition, hits mostly inhibitors. purified FLuc, Km substrates, luminescence inhibition;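 also: plate controls were vehicle for no effect and reference inhibitor for full effect; nearly all actives have a fitted effect of over 55% in size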
Target sequence (P08659 whole entry, looked up): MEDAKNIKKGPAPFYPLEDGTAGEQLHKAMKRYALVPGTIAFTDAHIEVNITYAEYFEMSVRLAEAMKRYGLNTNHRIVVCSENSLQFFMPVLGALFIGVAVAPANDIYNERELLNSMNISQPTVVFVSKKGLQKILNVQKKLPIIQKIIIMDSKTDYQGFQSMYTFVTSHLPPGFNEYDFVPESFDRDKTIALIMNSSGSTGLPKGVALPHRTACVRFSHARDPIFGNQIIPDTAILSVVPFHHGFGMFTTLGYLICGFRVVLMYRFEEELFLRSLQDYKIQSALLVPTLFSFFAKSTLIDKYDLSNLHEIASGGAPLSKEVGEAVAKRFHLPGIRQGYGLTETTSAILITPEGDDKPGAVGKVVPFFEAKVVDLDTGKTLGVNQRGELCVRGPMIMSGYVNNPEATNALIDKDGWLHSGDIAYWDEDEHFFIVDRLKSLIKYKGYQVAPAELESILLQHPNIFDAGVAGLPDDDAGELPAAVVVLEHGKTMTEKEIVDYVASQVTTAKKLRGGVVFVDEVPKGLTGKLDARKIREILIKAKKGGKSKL
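Biochemical qHTS of compounds, final roughly 60 µM downward over six points, against 10 nM purified firefly luciferase using Km concentrations of substrates (10 uM D-luciferin, 10 uM ATP) in Tris acetate pH 7.5 buffer; luminescence output.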
p53 reactivator: qHTS assay for re-activators of p53 using a Luc reporter; H1299 p53-A138V BP100-luciferase reporter, luminescence, 24 h; Potency, µM (series often up to 92.2 µM), for the others: top-dose activity change, positive = activation, usual class: activators; 320,000 tested, 0.063% active; also: % of control where 0% means no effect; nearly all actives have a fitted effect of over 45% in size
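H1299 (p53-null), stable ts p53-A138V + BP100-Luc; 1000 cells/well, Opti-MEM/10% FBS; cpd 4 pt, 1:5; 24 h, 37 deg C, 5% CO2; detection reagent 10 min RT; luminescence.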
MBNL1 CUG block: qHTS Assay for Inhibitors of MBNL1-poly(CUG) RNA binding; 280,000 tested, 0.036% active; AID 2675, 2010; TR-FRET MBNL1-His/biotin-(CUG)12 binding, 665/545 ratio; Potency, µM (series often up to 57.5 µM), for the others: at the top dose activity change, negative = inhibition, actives largely listed as inhibitors; Muscleblind-like protein 1 (Homo sapiens), Q9NR56; active = well fitted inhibition curve with a large enough effect in the signal ratio, with a control signal flat, not every such curve was filed as active; inconclusive = small, poorly fitted or top-dose-only effect, or effect the other way, or a change in a side signal; inactive = no such curve, though single readings can be large or run the other way; the % refers to the signal ratio; also: % is scaled to controls: 0 for no effect and ±100 for the full control effect
Target sequence (Q9NR56 whole entry, looked up): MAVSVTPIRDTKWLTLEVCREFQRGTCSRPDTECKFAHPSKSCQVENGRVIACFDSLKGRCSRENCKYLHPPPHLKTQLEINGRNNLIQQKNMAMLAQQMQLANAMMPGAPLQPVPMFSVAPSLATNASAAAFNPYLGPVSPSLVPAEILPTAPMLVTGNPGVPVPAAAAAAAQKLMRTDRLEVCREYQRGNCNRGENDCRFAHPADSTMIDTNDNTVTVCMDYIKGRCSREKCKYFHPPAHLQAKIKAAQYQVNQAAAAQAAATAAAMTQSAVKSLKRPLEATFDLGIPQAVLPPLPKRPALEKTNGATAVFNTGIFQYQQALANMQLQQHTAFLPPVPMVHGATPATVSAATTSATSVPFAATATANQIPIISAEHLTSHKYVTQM
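Compounds (final 92 nM to 58 uM) are added to His-tagged MBNL1 and biotin-(CUG)12, then terbium anti-His antibody and streptavidin-XL665 (5 nM final). After 60 min at room temperature, the 665/545 nm ratio is read.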
BRCA1 expr act: qHTS Assay to Identify Small Molecule Activators of BRCA1 Expression. Potency, µM (top dose mostly 46.1 µM), without a hit: at the highest dose activation, usual class: activators. 380,000 tested, 1.1% active. MCF7-BRCA1-FFLuc reporter, luminescence, 48 h; response scale: scaled: vehicle 0%, 10 µM genistein 100%; also: nearly all actives have a fitted effect of over 80% in size; some results filed as inactive show a strong effect at the top dose
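Using MCF7 cells harboring a BRCA1 firefly luciferase reporter, plated 2 h before compound pinning, the screen measured luminescence after 48 h incubation. Responses were normalized to DMSO and 10 microM genistein, then fitted for concentration-effect.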
Gal4-VP16 FLuc: VP16 counterscreen qHTS for inhibitors of ROR gamma transcriptional activity; Drosophila S2 Gal4-VP16 UAS-luciferase, luminescence, 20 h; Potency, µM (series often up to 53.6 µM), for inactives: at the top dose activity, negative = inhibition, usual class: inhibitors; 310,000 tested, 3.5% active; AID 2546, 2010;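 also: Gal4-VP16 expression switched on by copper sulfate through the metallothionein promoter; % is scaled to controls: 0 for no effect and ±100 for the full control effect; nearly all actives have a fitted effect of over 50% in size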
MLL CXXC-DNA inh: qHTS Fluorescence Polarization Assay for Inhibitors of MLL CXXC domain - DNA interaction. Potency, µM (doses to about 115 µM), for inactives: at the highest dose activity change, negative = inhibition, hits mostly inhibitors. MLL-CXXC / FITC-HOXA9 DNA fluorescence polarization. 290,000 tested, 0.037% active. AID 2662, 2010; active = well fitted inhibition curve with a large enough effect in the polarisation, with a control signal flat, not every such curve was filed as active; inconclusive = small, poorly fitted or top-dose-only effect, or effect the other way, or a change in a side signal; inactive = no such curve, though single readings can be large or run the other way; the % refers to the polarisation
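Purified MLL-CXXC (added from a 7 uM solution) was preincubated 5 min at ambient with pinned compounds in 50 mM Tris-HCl pH 7.5, 50 mM NaCl, 1 mM DTT, 0.05% BSA. Fluorescein-labeled HOX-A9 DNA (50 nM solution) followed, 30 min, then polarization read.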
NPC1 promoter act: qHTS Assay for NPC1 Promoter Activators; Potency, µM (titrated, usually from 9.22 µM), for inactives: top-dose activation, most hits filed as activators; Huh7 NPC1 promoter luciferase reporter, 24 h; 320,000 tested, 2.4% active; AID 485313, 2010;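 also: % of control where 0% means no effect; nearly all actives have a fitted effect of over 60% in size; reporter is driven by a mutant NPC1 promoter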
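Cells: Huh7 expressing luciferase under the NPC1 promoter, 1500/well. Seeded 2 h, compound added, incubated 24 h at 37 °C. Luciferase reagent, 10 min ambient, then luminescence.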
uPA surface inh: qHTS for Inhibitors of Cell Surface uPA Generation. Potency, µM (doses to about 38.3 µM), for the others: top-dose activity change, negative = inhibition, hits mostly inhibitors. cell surface uPA generation assay, qHTS. 330,000 tested, 0.31% active. AID 540303, 2011; active = well fitted inhibition curve with a large enough effect; inconclusive = small, poorly fitted or top-dose-only effect; inactive = no such curve, though single readings can be large or run the other way; tested in mouse RAW 264.7 cells; also: % is scaled to controls: 0 for no effect and ±100 for the full control effect; nearly all actives have a fitted effect of over 55% in size
Rab9 promoter act: qHTS Assay for Rab9 Promoter Activators | Huh7 Rab9 promoter-luciferase reporter, luminescence, 24 h | Potency, µM (doses to about 9.22 µM), without a hit: at the highest dose activation, negative = inhibition, hits mostly activators | 320,000 tested, 2.8% active; also: % of control where 0% means no effect; nearly all actives have a fitted effect of over 60% in size
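Cells were plated at 1500 per well in reduced-serum medium with 10% FBS and left 2 h. Compound in DMSO was then added for 24 h at 37 °C. Reporter signal was read by luminescence after 10 min with luciferase detection reagent.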
RORgamma inh: qHTS for inhibitors of ROR gamma transcriptional activity | Drosophila S2 Gal4-RORgamma UAS-luciferase reporter, 20 h | Potency, µM (top dose mostly 53.6 µM), for inactives: at the highest dose activity change, negative = inhibition, most hits filed as inhibitors | 310,000 tested, 5.4% active | AID 2551, 2010; also: % is scaled to controls: 0 for no effect and ±100 for the full control effect; nearly all actives have a fitted effect of over 60% in size
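Luciferase reporter read in Schneider cells carrying Gal4-RORγ (mouse) and UAS-Photinus luciferase; cells given compound 1 h before 700 uM copper sulfate induction, then incubated 20 h at ambient temperature.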
The depositor's hits bear a star; ? = inconclusive; nt = not tested or not shown; [ ] = remark or other dose. Unless noted, calls follow the shape of the dose curve; as a rule, active = well fitted curve in the direction sought with a large enough effect; inconclusive = small, poorly fitted or top-dose-only effect, or another doubt; inactive = no such curve, though single readings can be large; an effect the other way counts as inactive or inconclusive. Potency is read from the fitted curve at half-maximal effect. These rows are one share of the data; count on the stated rates, not on these rows.

| mol | ELG1 genotox | FLuc counter | p53 reactivator | MBNL1 CUG block | BRCA1 expr act | Gal4-VP16 FLuc | MLL CXXC-DNA inh | NPC1 promoter act | uPA surface inh | Rab9 promoter act | RORgamma inh |
| --- | --- | --- | --- | --- | --- | --- | --- | --- | --- | --- | --- |
| CCOc1ccccc1NC(=O)COC(=O)C(CC)c1ccccc1 (stereo not given) | -6% | -14% | 0% | -1% | 9% | -12% | -6% | -1% | -10% | -3% | -22% |
| c1ccc(-c2noc(C34CC5CC(CC(C5)C3)C4)n2)nc1 | 15µM* | 11µM* | ? | 5% | 3.5µM* | -6% | 10% | ? | -6% | ? | 4% |
| O=C(C(=O)N1CCN(c2ccccc2Cl)CC1)c1c[nH]c2ccccc12 | 2% | 2% | 2% | -3% | -4% | 12% | 3% | -2% | 6% | 0% | 10% |
| Cc1ccc(C)c(S(=O)(=O)NCc2ccc3c(c2)OCO3)c1 | 1% | -3% | -13% | -4% | -18% | -7% | 2% | 1% | 2% | 3% | -15% |
| Cc1nc(-c2cccc(NC(=O)c3cccs3)c2)cs1 | 0% | 24µM* | 24% | -6% | 46% | -4% | -2% | 8% | 0% | -4% | 31% |
| O=C(N/N=C\c1ccc(Sc2ccccn2)o1)c1cccc(Br)c1 | -4% | ? | 5% | ? | -30% | ? | -6% | -1% | -2% | -5% | 8.9µM* |
| N#CCCN(C(=O)COC(=O)c1ccc(S(=O)(=O)N2CCCC2)cc1)c1cccc(Cl)c1 | -1% | 10% | -9% | nt | 7% | nt | nt | -2% | -7% | 2% | nt |
| O=C(O)CSCCCC(=O)Nc1ccc(Br)cc1 | 0% | -17% | 15% | -13% | 5% | -14% | 7% | -3% | -6% | 0% | -21% |
| Cc1ccc(CSc2ccc(-c3ccco3)nn2)cc1 | ? | 4.8µM* | ? | 17% | 3.5µM* | ? | 3% | 3.5µM* | -2% | 2.8µM* | 32% |
| COC(=O)Cc1cc(=O)n(-c2nc3ccccc3[nH]2)[nH]1 | -5% | ? | 6% | -8% | 0% | 1% | -3% | -2% | nt | -3% | -37% |
| CC(C)CN(C(=O)COc1ccc([N+](=O)[O-])cc1)c1c(N)n(CC(C)C)c(=O)[nH]c1=O | 1% | 4% | ? | nt | -6% | nt | nt | -2% | -7% | 1% | nt |
| COc1ccc(CNC(=O)COc2ccccc2C(=O)c2cnn(-c3ccccc3)c2)cc1OC | 1% | 5.4µM* | ? | nt | 106% | nt | nt | 27% | -12% | 21% | nt |
| COc1cc(OC)cc(C(=O)N[C@@H](CCSC)c2nc3ccccc3[nH]2)c1 | 1% | 1% | 0% | 0% | 3% | -1% | 10% | -4% | 6% | -1% | -14% |
| Cc1ccc(S(=O)(=O)N(C)C)cc1NC(=O)COC(=O)c1ccc2c(c1)OCO2 | -1% | 3% | 8% | 10% | -7% | -2% | 4% | 0% | -2% | 0% | 21% |
| C=CCOC(=O)C1=C[C@@H](c2ccccc2)C[C@@H](OCc2ccc(CO)cc2)O1 | -8% | -4% | 0% | 8% | 13% | -15% | -5% | -4% | -28% | 1% | -5% |
| COc1ccccc1N(CC(=O)N1CCCC1)S(=O)(=O)c1ccc(C)cc1 | -3% | 1% | -4% | -2% | -5% | ? | 21% | 1% | 0% | -5% | -19% |
| Cc1ccc(/C=N/c2sc3c(c2C#N)CCCCC3)o1 | 1.5µM* | 0.17µM* | 36% | 5% | ? | ? | 0% | 4.5µM* | -3% | 4µM* | -2% |
| COC(C)(C)[C@H](O)COc1c2ccoc2cc2oc(=O)ccc12 | -2% | 7% | -3% | -10% | 0% | 2% | -3% | -16% | 7% | -6% | 1% |
| Cc1ccccc1C(=O)Nc1ccc(N2CCOCC2)nc1 | 16% | ? | 2% | 1% | 96% | 2% | -1% | 21% | -1% | 29% | 19% |
| Nc1nonc1N/N=C/c1c(O)ccc2ccccc12 | 1% | ? | -3% | 7% | -43% | -3% | 30% | -9% | -8% | 0% | 11µM* |
| Cc1cc(CNC(=O)c2ccc(C)c([N+](=O)[O-])c2)c2ccccc2n1 | -1% | -1% | 3% | ? | -6% | 1% | 6% | -19% | -4% | -21% | ? |
| C=CCNC(=O)c1ccccc1NS(=O)(=O)c1ccc(OC)c(C(=O)N2CCOCC2)c1 | 12% | 3% | 1% | -3% | -1% | 1% | 4% | 2% | -2% | 6% | -8% |
| COc1ccc(Nc2nc(N)c([N+](=O)[O-])c(NC3CCCCC3)n2)cc1 | -6% | ? | 10% | 3% | -93% | ? | -2% | -5% | -2% | 1%[1.84 µM] | ? |
| O=C(c1cccc(Oc2ccccc2)c1)N1CCOCC1 | 1% | 0% | 4% | 1% | 2% | 15% | -16% | 0% | -2% | 6% | 1% |
| COc1ccc(C(=O)Nc2ccc(NC(=O)c3ccco3)c(Cl)c2)cc1OC | 0% | -3% | -1% | 9% | 44% | 7% | 11% | -3% | 0% | 4% | 14% |
| C=CCOc1ccccc1C(=O)/C=C1/C(=O)Nc2ccccc21 | ? | ? | -18% | 9% | -76% | 13µM* | -5% | 3% | ? | -5% | 5.6µM* |
| FC(F)(F)c1cccc(OCCN2CCN(Cc3ccccc3)CC2)c1 | -6% | 1% | ? | -14% | -35% | -2% | ? | -2% | 8% | -2% | -16% |
| Cc1cccc(C)c1NC(=O)CCS(=O)(=O)c1cccc2nsnc12 | 8% | 2% | -1% | ? | -1% | 6% | 21% | -4% | 3% | -3% | -11% |
| Cn1c(=O)c(=O)n(C)c2cc(S(=O)(=O)N3CCc4ccccc43)ccc21 | -1% | 0% | -19% | -2% | -19% | -2% | 27% | 0% | -4% | -1% | ? |
| Cc1cc(C)n(-c2cccc(F)n2)n1 | 0% | -5% | 6% | -6% | 0% | -3% | -4% | -7% | 2% | 3% | 20% |
| Cc1ccc(C(=O)COC(=O)CNC(=O)c2ccc(Br)o2)cc1[N+](=O)[O-] | -1% | 1% | -1% | 15% | -7% | 0% | -1% | -7% | -3% | -4% | 11% |
| CCN(CC)S(=O)(=O)c1ccc(C)c(NC(=O)CNCc2ccccc2OC)c1 | -4% | -1% | -2% | -5% | -26% | -6% | -1% | 0% | -1% | 0% | -3% |
| Cn1c(CN2CCN(CCO)CC2)c(C#N)c2ccccc21 | 0% | 1% | -2% | -1% | 4% | 1% | -6% | 3% | 0% | 3% | 13% |
| COCc1cc(C)nc(SCC(=O)Nc2cc(C(F)(F)F)ccc2N2CCOCC2)c1C#N | -16% | -4% | -4% | -3% | -39% | 2% | 54%[activator] | 2% | 2% | 5% | ? |
| CC(C)Nc1nc(-c2ccccn2)nc(-c2ccccc2)c1C#N | -4% | -2% | -2% | -1% | -26% | ? | 1% | -8% | 1% | -5% | 2.5µM* |
| Cn1c(=O)c2c(nc(NCCO)n2C)n(C)c1=O | 0% | 0% | -12% | -3% | -40% | -6% | 0% | 1% | 1% | -5% | -14% |
| C#CC[N+]1(CC#Cc2cccc(C)c2)CCCCC1 | -7% | 6% | 0% | 4% | -18% | 2% | 3% | -4% | -6% | -7% | 1% |
| c1cc2c3c(cccc3c1)C(N1CCCCCC1)=N2 | 2% | 1% | 1% | ? | 0% | ? | -6% | 22% | 2% | -6% | 7.9µM* |
| COc1ccc(C(=O)Nc2nnc(C)s2)cc1S(=O)(=O)N1CCOCC1 | 4% | -1% | 3% | nt | -3% | nt | nt | -4% | -6% | 2% | nt |
| c1ccc(OCCN2CCOCC2)cc1 | 0% | 2% | nt | -6% | 0% | 8% | 16% | 0% | 15% | -1% | -12% |
| COc1ccc(NC(=O)COc2ccc(/C=C/c3cccc[n+]3C)cc2OC)cc1 | 0% | 6% | 1% | ? | -4% | -4% | 13% | -5% | -4% | -3% | -21% |
| O=C(Nc1cccc(CCc2ccccn2)c1)c1ccc(Cl)cc1 | -13% | ? | 0% | -3% | nt | 3% | 2% | -3% | nt | -9% | 30% |
| COc1ccc(-c2c(C(C)=O)c(C)n(C)c2C)cc1 | -1% | -5% | -17% | -32%[11.5 µM] | 10% | -11% | -6% | 0% | 2% | 2% | 21% |
| CCOc1cc(/C=C/C(=O)OCC(=O)NC2CCS(=O)(=O)C2)ccc1OCc1ccccc1 (stereo not given) | -6% | -6% | -4% | ? | -2% | -4% | 2% | 2% | 1% | 0% | 39% |
